D3 antag: qHTS of D3 Dopamine Receptor Antagonist: qHTS. D(3) dopamine receptor (Homo sapiens), P35462. D3R cells, DiscoveRx beta-arrestin luminescence, antagonist mode; hits give low values. max response, negative = inhibition, %. actives 2.5% (n = 360,000). AID 652054, 2013; in the data active = max response below about -50%; inconclusive = no clear call, values can overlap the other calls; note: % is set by controls: 0 for no effect and ±100 for the full control effect; mostly tested at two doses, the higher about 12 µM
Target sequence (P35462 whole entry, looked up): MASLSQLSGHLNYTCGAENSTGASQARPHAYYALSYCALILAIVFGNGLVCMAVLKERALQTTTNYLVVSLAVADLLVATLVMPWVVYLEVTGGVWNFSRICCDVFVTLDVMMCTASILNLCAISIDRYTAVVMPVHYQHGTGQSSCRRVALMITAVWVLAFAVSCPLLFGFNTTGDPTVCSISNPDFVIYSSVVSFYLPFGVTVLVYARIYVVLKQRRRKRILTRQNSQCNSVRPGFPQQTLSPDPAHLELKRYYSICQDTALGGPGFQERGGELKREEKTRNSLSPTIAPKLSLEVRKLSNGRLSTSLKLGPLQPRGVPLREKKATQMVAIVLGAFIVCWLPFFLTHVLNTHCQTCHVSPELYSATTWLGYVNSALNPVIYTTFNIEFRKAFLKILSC
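Cells expressing the human receptor were seeded at 1500 cells/well, incubated overnight at 37 degrees C in 5% CO2, then exposed to library compounds with dopamine controls for 90 minutes at 37 degrees C before luminescent detection.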
GLP1R cytotox: qHTS of GLP-1 Receptor Inverse Agonists: Cytotox Screen | HEK293 cAMP-luciferase reporter cells, luminescence, 24 h | Potency, µM (series often up to 38.3 µM), without a hit: at the highest dose activity change, negative = inhibition, usual class: inhibitors | actives 0.13% (n = 410,000) | AID 624418, 2012;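 note: loss of luciferase light is scored as toxicity; potency is the fitted concentration of half-maximal effect; % is set by controls: 0 for no effect and ±100 for the full control effect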
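Cells in DMEM/10% Nu serum/1% pen-strep, 1536-well format. Pre-incubated 12 h, dosed with 23 nL compound, incubated a further 24 h. Luciferase detection, 12 min at room temp, luminescence.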
PTHR1 ag: qHTS for PTHR1 Agonists: Primary Screen. Parathyroid hormone/parathyroid hormone-related peptide receptor (Homo sapiens), Q03431. HEK293 GP2 PTHR1 cells, GloSensor cAMP luminescence, 1 h. Potency, µM (highest dose often 115 µM), inactives show at the highest dose activation, most hits filed as activators. actives 0.075% (n = 410,000). AID 743266, 2014; note: potency is the fitted concentration of half-maximal effect; nearly all actives have a fitted effect of over 55% in size; some results filed as inactive show a strong effect at the top dose; inactives centre near -15; many of its hits are not listed in these tables
Target sequence (Q03431 whole entry, looked up): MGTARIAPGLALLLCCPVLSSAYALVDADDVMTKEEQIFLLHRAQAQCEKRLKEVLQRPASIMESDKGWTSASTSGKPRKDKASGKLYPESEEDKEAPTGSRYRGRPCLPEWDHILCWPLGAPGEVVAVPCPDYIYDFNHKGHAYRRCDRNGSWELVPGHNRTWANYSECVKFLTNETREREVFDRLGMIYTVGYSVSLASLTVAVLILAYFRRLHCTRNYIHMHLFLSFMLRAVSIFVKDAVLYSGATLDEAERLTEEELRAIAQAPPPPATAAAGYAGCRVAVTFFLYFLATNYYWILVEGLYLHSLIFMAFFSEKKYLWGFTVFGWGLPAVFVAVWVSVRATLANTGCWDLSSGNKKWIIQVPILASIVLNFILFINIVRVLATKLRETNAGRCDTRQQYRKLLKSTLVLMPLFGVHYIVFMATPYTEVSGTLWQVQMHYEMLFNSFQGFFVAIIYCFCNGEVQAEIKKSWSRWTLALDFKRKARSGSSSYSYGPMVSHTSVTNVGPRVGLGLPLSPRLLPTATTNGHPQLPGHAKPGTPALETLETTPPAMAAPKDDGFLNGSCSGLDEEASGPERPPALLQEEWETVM
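HEK-293-derived GP2 cells expressing PTHR1 and a GloSensor cAMP reporter, 3,000/well, plated overnight, given luciferin plus IBMX (each 0.5 mM as added) for 1 h at 37 °C, then compound for 1 h at 37 °C. Luminescence was read after 15 min at room temperature.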
GLP-1R inv ag: qHTS of GLP-1 Receptor Inverse Agonists (Inhibition Mode) | Glucagon-like peptide 1 receptor (Homo sapiens), P43220 | HEK293 GLP-1R CRE-luciferase, luminescence, 24 h; GLP-1R form is constitutively active | Potency, µM (titrated, usually from 38.3 µM), for the others: at the highest dose activity change, negative = inhibition, hits mostly inhibitors | actives 1.6% (n = 410,000) | AID 624417, 2012; note: potency is the fitted concentration of half-maximal effect; % is set by controls: 0 for no effect and ±100 for the full control effect; nearly all actives have a fitted effect of over 55% in size
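Using stably transfected HEK293 (constitutively active GLP-1R, cAMP-luciferase reporter), compounds were incubated 24 hr and luciferase measured by luminescence.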
TDP43 rescue: qHTS of TDP-43 Inhibitors; TDP-43 expressing yeast growth rescue, BacTiter-Glo, 24 h; Potency, µM (highest dose often 46.1 µM), without a hit: at the top dose growth rescue (activation), usual class: activators; actives 1.8% (n = 410,000); note: potency is the fitted concentration of half-maximal effect; % of control where 0% means no effect; nearly all actives have a fitted effect of over 50% in size
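Growth rescue of TDP-43-toxic yeast measured as ATP luminescence (BacTiter-Glo). Cells grown to mid-log in raffinose, induced in galactose at OD600=0.02, exposed to compound 24 hr at 30 deg C.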
GLP-1R agonist: qHTS of GLP-1 Receptor Agonists. Glucagon-like peptide 1 receptor (Homo sapiens), P43220. AID 624172, 2012. actives 0.007% (n = 380,000). Potency, µM (doses to about 45.6 µM), without a hit: at the highest dose activation, most hits filed as activators. HEK293 GLP-1R CRE-luciferase, luminescence, 4-6 h; cells express a hypersensitive GLP-1R form; note: potency is the fitted concentration of half-maximal effect; % of control where 0% means no effect
aSyn yeast inh: qHTS of alpha-syn Inhibitors; Potency, µM (top dose mostly 46.1 µM), without a hit: at the top dose growth rescue (activation), hits mostly activators; actives 0.14% (n = 370,000); Yeast expressing alpha-synuclein, growth rescue, BacTiter-Glo, 24 h; AID 652106, 2013; note: potency is the fitted concentration of half-maximal effect; % of control where 0% means no effect; nearly all actives have a fitted effect of over 65% in size
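Galactose-induced alpha-syn yeast (OD600=0.02, raffinose-pregrown) + pinned cpd, 24 hr, 30 deg C; growth by BacTiter-Glo luminescence. Growth restoration scores as activation.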
D3 ag: qHTS of D3 Dopamine Receptor Agonist: qHTS; D3R DiscoveRx beta-arrestin cells, luminescence, 90 min; max activation, %; actives 0.58% (n = 410,000); AID 652048, 2013; in the data active = max activation above about 30%; note: 0% is about no effect; mostly tested at two doses, the higher about 12 µM
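Agonist mode: compounds and dopamine controls were applied to plated cells for 90 min at 37 degrees C after an overnight attachment at 1500 cells/well. Luminescent read-out followed 30 - 60 minutes at room temperature with DiscoveRx detection reagent.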
KB-V1 MDR tox: qHTS assay for MDR1-selective chemotherapeutics: Primary screen using the drug-selected MDR subline cells KB-V1; Potency, µM (series often up to 46.1 µM), without a hit: at the top dose activity change, negative = cytotoxicity, actives largely listed as cytotoxic; actives 3.4% (n = 400,000); KB-V1 MDR cells viability, CellTiter-Glo, 72 h; note: potency is the fitted concentration of half-maximal effect; % is set by controls: 0 for no effect and ±100 for the full control effect; nearly all actives have a fitted effect of over 60% in size
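Drug-selected KB-V1 cells, grown in DMEM lacking phenol red with 10% FBS, receive compound titrations; after three days at 37 degrees C, surviving cell ATP is quantified by CellTiter-Glo luminescence and responses normalized and curve-fitted.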
Starred values were filed as active, the others as inactive; i = inactive; ? = inconclusive; / = not tested or not shown; [ ] = dose if it differs, or a comment. Unless noted, calls come from the whole dose curve; as a rule, active = well fitted curve in the direction sought with a large enough effect; inconclusive = small, poorly fitted or top-dose-only effect, or another doubt; inactive = no such curve, though single readings can be large; an effect the other way counts as inactive or inconclusive.

SMILES	D3 antag	GLP1R cytotox	PTHR1 ag	GLP-1R inv ag	TDP43 rescue	GLP-1R agonist	aSyn yeast inh	D3 ag	KB-V1 MDR tox
COc1ccc(C2=NN(CCC(=O)NCCc3ccccc3)C(=O)CC2)cc1	/	11%	2%	14%	2%	/	/	-8	/
Cc1ccc(CN(C)CC(=O)Nc2ccccc2C(=O)NC2CC2)o1	-9	3%	-12%	8%	9%	5%	-4%	-6	-10%
CC1=C/C(=N\S(=O)(=O)c2ccccc2)C(C(C)C)=CC1=O	?	-13%	-12%	?	-14%	9%	-4%	-9	-1%
CSc1cccc(NC(=O)C2CCCN(S(=O)(=O)c3ccc(F)cc3)C2)c1 (stereo unspecified)	0	-24%	-4%	?	10%	3%	1%	-14	?
O=C1N/C(=N\N=C\c2cccs2)SC1Cc1ccc(Cl)cc1Cl (stereo unspecified)	3	-3%	i	-15%	20%	-3%	4%	5	?
NC(N)=Nc1nc2ccc([N+](=O)[O-])cc2[nH]1	?	-15%	-1%	8%	-17%	-2%	1%	-3	-20%
O=C(/C=C/c1ccc(Cl)cc1)Nc1ccc(N2CCOCC2)cc1	-17	-10%	i	12%	-21%	4%	-7%	-9	0%
Cc1ccc(C(=O)OCC(=O)NCCNC(=O)COC(=O)c2ccc(C)s2)s1	9	-1%	-8%	21%	-26%	6%	12%	13	26%
CCN(CC)CCn1c(NCc2ccccn2)nc2ccccc21	-18	-20%	i	-8%	-21%	0%	-11%	-13	-12%
Cc1nc(SCC(=O)NCc2ccccc2)c2c(=O)n(C)c(=O)n(C)c2n1	3	0%	i	2%	9%	-3%	-1%	4	-11%
Nc1nnc(SCc2nc3scc(-c4ccccc4)c3c(=O)[nH]2)s1	3	4%	-77%[inhibitor]	8%	4%	-1%	-3%	4	-1%
CC(C(=O)NCC1CCCCC1)N1CCN(S(=O)(=O)c2ccccc2F)CC1 (stereo unspecified)	11	-19%	-10%	?	2%	3%	5%	-4	-15%
COc1ccc(C2CC3(CC(C)(C)NC(=O)N3)Oc3cc(O)ccc32)cc1 (stereo unspecified)	26	?	-13%	2%	13%	1%	/	2	3%
CCOCCCNC(=O)C(c1ccc(Cl)cc1)N(Cc1cccs1)C(=O)c1ccc(NC(C)=O)cc1 (stereo unspecified)	/	-26%	-2%	?	-4%	/	/	5	10%
O=C(NCc1cccnc1)c1ccc(Cl)c(Cl)c1	-8	3%	i	1%	17%	22%	-1%	-6	0%
COC(=O)c1cc2c(n1S(=O)(=O)c1ccc(C)cc1)C(=O)C(=O)c1[nH]cc(C(=O)OCc3ccccc3)c1-2	-13	4µM*	-16%	?	0%	-17%	16%	-15	7.3µM*
CNc1ccc(OC)cc1-n1cnc(-c2ccc([N+](=O)[O-])cc2)c1	5	-10%	i	-2%	24%	-6%	10%	-4	-1%
COc1ccc(-c2oc3cccnc3c2C#CC2(O)CCCCC2)cc1	99	-27%	-18%	?	?	16%	0%	18	19%
O=C(CCC1CCCC1)Nc1cccn(Cc2ccccc2Br)c1=O	-2	-14%	-91%[inhibitor]	?	6%	20%	-3%	-1	?
COc1cccc(CN2CCCC(C(=O)c3ccc4c(c3)OCO4)C2)c1OC (stereo unspecified)	-15	-7%	i	?	-4%	22%	4%	-10	-5%
Cc1cccc(S(=O)(=O)c2cn(C)c3cc(N4CCCCCC4)c(F)cc3c2=O)c1	/	8%	16%	5%	0%	/	/	1	/
Cn1c(N)c(C(=O)COC(=O)C(Cc2ccccc2)NC(=O)c2ccccc2)c(=O)n(C)c1=O (stereo unspecified)	7	10%	i	6%	7%	14%	-2%	8	-1%
Clc1ccc(-c2noc(CSc3nnc(-c4ccncc4)n3-c3ccccc3)n2)cc1	23	2%	i	?	-1%	1%	10%	22	2.6µM*
CCOc1ccc(S(=O)(=O)c2cn(C)c3ccccc3c2=O)cc1	/	3%	-7%	17%	17%	/	/	5	10%
COc1ccc(C(=S)N2CCOCC2)cc1OC(=O)c1ccccc1	5	-9%	i	-13%	18%	13%	10%	-6	0%
Cc1ccccc1C(=O)NNC1=NCCC1	-12	-9%	-8%[57.5 µM]	4%	-16%	-15%	-7%	0	1%
CC1CCC(C(C)C)C(NC(=O)c2ccncc2)C1 (stereo unspecified)	22	1%	-22%	12%	4%	-5%	3%	4	6%
Cc1ccc(CC(NC(=O)C2CCCCC2)C(=O)O)cc1 (stereo unspecified)	34	3%	-23%	17%	10%	-1%	0%	6	-4%
N#C/C(=C\c1ccncc1)c1nc2ccccc2[nH]1	-1	-8%	-14%	49%[activator]	-8%	17%	-5%	-1	7%
Cc1ccc(S(=O)(=O)N2CC(=NN=C(N)N)C2)cc1	9	7%	i	-12%	5%	3%	3%	-1	1%
CCOC(=O)c1sc2ncn(C(C)C(=O)OCC)c(=O)c2c1C (stereo unspecified)	3	-11%	-8%[57.5 µM]	0%	6%	27%	8%	1	-1%
COc1ccc(-c2nnc(Nc3ccc(S(=O)(=O)Nc4nccs4)cc3)c3ccccc23)cc1	-4	5%	-4%	10%	-3%	7%	-6%	6	13%
Cc1cc(Cl)cc(Br)c1OCCCNCC(C)O (stereo unspecified)	0	-23%	i	4µM*	-12%	15%	13%	-1	6%
Cc1cccc(-c2nnc(N)s2)c1	-23	11%	i	13%	13%	12%	2%	-2	7%
Cc1cn([C@H]2C[C@H](O)[C@@H](CCC(=O)NCCCc3ccccc3)O2)c(=O)[nH]c1=O	43	-5%	-25%	17%	?	7%	?	4	5%
Cc1ccc(/C=C2/NC(=O)N(Cc3ccccc3)C2=O)s1	7	15%	?	47%[activator]	2%	0%	-1%	1	15%
CCc1ccc(NC(=O)Cn2c(=O)n(Cc3nc(-c4ccccc4)no3)c(=O)c3cc4c(cc32)OCO4)cc1	/	-5%	i	15%	-27%	/	/	-6	-13%
COc1ccc(CC(N)c2csc(NC(=O)Nc3ccccc3Cc3ccccc3)n2)cc1 (stereo unspecified)	?	-22%	-7%	?	10%	-19%	-23%	-12	?
Cc1ccc2c(c1)N(CC(=O)NCc1cccnc1)C(=O)CO2	-3	8%	-21%[57.5 µM]	43%[activator]	11%	5%	2%	-4	-22%
O=C(CSc1ccc2nnc(-c3ccccn3)n2n1)Nc1ccc2c(c1)OCCO2	8	-22%	25%	15%	-6%	-2%	-1%	-2	4%
O=S(=O)(Nc1cc(S(=O)(=O)N2CCOCC2)ccc1NCC1CCCO1)c1ccc(F)cc1 (stereo unspecified)	6	-77%	-2%	?	-6%	-7%	-11%	-15	-27%
CCc1cccc(NC(=O)CCn2nc(C)cc2C)c1	/	0%	i	-4%	22%	/	/	-2	2%
O=S1(=O)CCC(N=Cc2ccc(-c3ccc(Cl)cc3)o2)C1 (stereo unspecified)	11	-18%	-11%	?	?	7%	6%	16	10%
COc1ccc(CCC(=O)NCc2ccco2)cc1	-22	28%	1%[57.5 µM]	2%	8%	18%	5%	-1	-19%

Of the compounds above, 6 have two or more sulfur atoms:
SMILES	D3 antag	GLP1R cytotox	PTHR1 ag	GLP-1R inv ag	TDP43 rescue	GLP-1R agonist	aSyn yeast inh	D3 ag	KB-V1 MDR tox
CSc1cccc(NC(=O)C2CCCN(S(=O)(=O)c3ccc(F)cc3)C2)c1 (stereo unspecified)	0	-24%	-4%	?	10%	3%	1%	-14	?
O=C1N/C(=N\N=C\c2cccs2)SC1Cc1ccc(Cl)cc1Cl (stereo unspecified)	3	-3%	i	-15%	20%	-3%	4%	5	?
Cc1ccc(C(=O)OCC(=O)NCCNC(=O)COC(=O)c2ccc(C)s2)s1	9	-1%	-8%	21%	-26%	6%	12%	13	26%
Nc1nnc(SCc2nc3scc(-c4ccccc4)c3c(=O)[nH]2)s1	3	4%	-77%[inhibitor]	8%	4%	-1%	-3%	4	-1%
COc1ccc(-c2nnc(Nc3ccc(S(=O)(=O)Nc4nccs4)cc3)c3ccccc23)cc1	-4	5%	-4%	10%	-3%	7%	-6%	6	13%
O=S(=O)(Nc1cc(S(=O)(=O)N2CCOCC2)ccc1NCC1CCCO1)c1ccc(F)cc1 (stereo unspecified)	6	-77%	-2%	?	-6%	-7%	-11%	-15	-27%

Bioassay records: PubChem BioAssay, National Center for Advancing Translational Sciences (NCATS)

This is a subset, so the mix of outcomes need not match the whole.
